NadD block – blocks S. aureus nicotinate mononucleotide adenylyltransferase; purified NadD enzyme, colorimetric absorbance read-out; inhibition, % at 20 µM; 0.78% of 360,000 active; in the data active = inhibition above about 26%; also: some compounds past the cut are filed as inactive
Scp-1 inhibitor – Scp-1 (human) phosphatase inhibition | Q9GZU7 | Recombinant Scp1, phosphopeptide, malachite green phosphate absorbance | inhibition, % at 20 µM | 0.88% of 340,000 active | AID 493091;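 active = inhibition above about 50% at 20 µM, limit read from the data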;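 also: plate controls were DMSO wells with enzyme for no effect and wells lacking enzyme for full effect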
Target sequence (Q9GZU7 76-261 limits assumed): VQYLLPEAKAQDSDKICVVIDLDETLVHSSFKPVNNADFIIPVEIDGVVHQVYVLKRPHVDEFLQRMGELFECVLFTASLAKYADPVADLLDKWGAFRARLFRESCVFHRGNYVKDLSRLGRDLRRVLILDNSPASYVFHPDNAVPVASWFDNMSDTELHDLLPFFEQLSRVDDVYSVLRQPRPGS
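Test system: SCP-1 phosphatase catalytic domain, residues 76-261; measured by: colorimetric phosphate reagent with accelerator and stabiliser, absorbance at 630 nm; timing: enzyme reaction 45 min at room temperature, colour 5 min, stabilisation 30 min; also added: Phosphorylated 17-residue peptide substrate; compound dosing: one concentration, 20 µM, with 1.0% DMSO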
CSN deneddyl inh – blocks human CSN-mediated cullin deneddylation. Q92905. 0.38% of 360,000 active. Purified CSN, SCF-Nedd8-OG deneddylation, fluorescence polarization. inhibition, % at 12.5 µM;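 active = pattern-corrected inhibition above about 35%, with an unprinted fluorescence ratio check between 0.5 and 1.5, limit read from the data, passing the limit was not always enough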;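 also: 0% = enzyme with substrate and 100% = substrate without enzyme; some results filed as inactive read as strong as hits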
Target sequence (Q92905 whole entry, looked up, one chain of several): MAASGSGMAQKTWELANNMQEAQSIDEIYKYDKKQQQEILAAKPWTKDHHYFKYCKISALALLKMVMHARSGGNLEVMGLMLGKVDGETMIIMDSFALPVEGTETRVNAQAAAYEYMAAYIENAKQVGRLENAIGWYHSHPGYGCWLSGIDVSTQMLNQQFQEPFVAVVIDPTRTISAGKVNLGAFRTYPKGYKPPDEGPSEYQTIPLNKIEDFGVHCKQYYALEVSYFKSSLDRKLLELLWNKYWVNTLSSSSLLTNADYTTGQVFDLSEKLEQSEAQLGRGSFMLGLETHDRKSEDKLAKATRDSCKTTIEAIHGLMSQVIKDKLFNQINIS
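Assay system: purified human Csn5 enzyme expressed in HEK293T cells; Input: 0.24 nM Csn5 enzyme, final concentration; Reagent: 10 nM SCFSkp2-Nedd8OG; Compound dosing: 12.5 µM single point; Times: reaction 90 min, room temperature; Technique: fluorescence polarization readout.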
SUMO1 PPI mod – modulators of human SUMO1-mediated protein-protein interactions; 0.33% of 360,000 active; P63165; SUMO1 binding to a labelled peptide, TR-FRET, 1 h; inhibition, % at 20 µM; AID 602429; in the data active = inhibition above about 37%
DNMT1 block – DNMT1 (human) enzyme inhibition | P26358 | DNMT1 molecular beacon, Hinp1I cleavage, fluorescence | inhibition (reported as % activation of signal), % at 10 µM | 0.83% of 360,000 active; in the data active = inhibition above about 50%
Neddyl block – cullin neddylation inhibition. P61081+Q13564. TR-FRET cullin neddylation, biochemical. calls only at 25 µM. 0.58% of 360,000 active. AID 651699; in the data active = inhibition above about 36%
STEP inh – inhibitors of human striatal-enriched phosphatase STEP; P54829; recombinant STEP, OMFP fluorogenic substrate, fluorescence; inhibition, % at 20 µM; 0.25% of 360,000 active;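 active = inhibition at 20 µM, scaled per plate between control wells, above about 37%, limit read from the data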;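 also: 0% = DMSO with enzyme and substrate and 100% = substrate only without enzyme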
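Measure: Control-normalized % inhibition with plate pattern correction | Test system: STEP phosphatase, cell-free reaction | Medium: pH 6.0 Bis-Tris with DTT and Tween 20 | Technique: Fluorescence, 480/540 nm | Times: Reaction 20 min, ambient temperature | Doses: Single compound dose of 20 µM, 1% DMSO final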
Rin1-Abl PPI inh – inhibitors of human Rin1-Abl protein interaction; P00519+Q13671; TR-FRET Rin1/Abl binding, biochemical; inhibition, % at 7.35 µM; 0.4% of 360,000 active; AID 588664; in the data active = inhibition above about 5%, passing the limit was not always enough
Rpn11 block – blocks the human proteasome subunit Rpn11; AID 588493; 0.59% of 360,000 active; human 26S proteasome, Ub4-pepOG fluorescence polarization; 20S core pre-blocked with epoxomicin; calls only at 20 µM;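 active = inhibition at 20 µM, scaled to each plate's controls, above about 33%, limit read from the data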
Target sequence (O00487 whole entry, looked up): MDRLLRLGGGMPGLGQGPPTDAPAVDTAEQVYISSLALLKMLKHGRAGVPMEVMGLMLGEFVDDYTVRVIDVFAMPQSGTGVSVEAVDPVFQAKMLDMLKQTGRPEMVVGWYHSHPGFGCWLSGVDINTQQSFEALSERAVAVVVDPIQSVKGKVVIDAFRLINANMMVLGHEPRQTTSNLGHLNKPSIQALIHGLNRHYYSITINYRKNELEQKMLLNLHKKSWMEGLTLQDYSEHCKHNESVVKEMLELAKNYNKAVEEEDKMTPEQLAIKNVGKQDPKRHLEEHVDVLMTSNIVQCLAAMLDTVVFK
LMPTP block – blocks human LMPTP phosphatase; P24666; recombinant LMPTP-A, OMFP fluorogenic substrate, fluorescence intensity; inhibition, % at 20 µM; 0.22% of 360,000 active; AID 651560;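 active = compounds that cut the enzyme signal by at least half of the control window in the single-dose screen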;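 also: plate controls were DMSO wells with enzyme plus substrate for no effect and substrate without enzyme for full effect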
Target sequence (P24666 whole entry, looked up): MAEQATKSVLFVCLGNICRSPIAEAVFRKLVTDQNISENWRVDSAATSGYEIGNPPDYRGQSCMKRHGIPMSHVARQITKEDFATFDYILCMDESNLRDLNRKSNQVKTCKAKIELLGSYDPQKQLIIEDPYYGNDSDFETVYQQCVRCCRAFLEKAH
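Test system: LMPTP-A phosphatase enzyme; input: 0.625 nM LMPTP-A final; reagent: OMFP substrate, 400 µM final; compound dosing: 20 µM single dose, 3% DMSO; incubation: 50 min dark incubation at room temperature; measured by: endpoint fluorescence intensity from OMFP dephosphorylation; measure: % inhibition relative to no-enzyme and uninhibited control wells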
An asterisk follows results filed as active; i = inactive; . = not tested or not shown; + = active, no number.

SMILES	NadD block	Scp-1 inhibitor	CSN deneddyl inh	SUMO1 PPI mod	DNMT1 block	Neddyl block	STEP inh	Rin1-Abl PPI inh	Rpn11 block	LMPTP block
O=C(NC(NC(=S)N1CCOCC1)C(Cl)(Cl)Cl)c1cccc2ccccc12 (stereo not drawn)	-3	-9	5	0	-1	i	-2	1	i	-0.5
CCOC(=O)c1ccc(/C=C2\c3ccccc3C(=O)N2c2ccccc2)cc1F	1	1	1	-12	5	i	2	0	i	4.6
Cc1cc(F)ccc1NC(=O)Cn1c(C)csc1=O	-6	3	-1	0	3	i	0	1	i	-0.4
O=C(NCc1ccc2c(c1)OCO2)c1cc(COc2c(F)cccc2F)on1	-10	-10	3	4	4	i	1	1	i	1.9
Cc1[nH]c2ccccc2c1C(=O)CCl	-7	-9	5	9	5	i	0	-3	i	-0.5
COC(=O)CSc1ncnc2scc(-c3ccccc3)c12	-9	-9	3	3	1	i	4	-1	i	0.4
CCOC(=O)CNc1nc(OCC#N)nc(N2CCOCC2)n1	-7	3	-1	-3	0	i	-1	-3	i	0.4
COCCNC(=O)c1cc(-c2ccncc2)nc2ccc(S(=O)(=O)N3CCOCC3)cc12	0	-3	-4	-14	0	i	-3	3	i	-1.5
O=C(CCn1c(=O)oc2ccccc21)Nc1cccc(Cl)c1	-6	-9	0	-2	-3	i	-2	2	i	-0.1
CCc1noc(C)c1C(=O)OC(C)C(=O)c1c(C)[nH]c2ccccc12 (stereo not drawn)	-8	-10	-6	2	2	i	3	0	i	2.2
O=C1OCc2nc3cc4c(cc3c(-c3ccc(F)cc3)c21)OCO4	-8	-7	6	-24	2	+	-2	-2	i	0.1
O=C(COC(=O)CCc1c[nH]c2ccccc12)NCCc1ccccc1	-11	-3	0	6	-7	i	3	1	i	0.3
CN1CCN(CCCNC(=O)c2ccc(CS(=O)(=O)c3ccc(Br)cc3)o2)CC1	-6	-12	-3	-2	2	i	-4	-1	i	-4.5
COc1ccc(C)cc1NC(=O)CCc1c(C)nn(-c2ccc(N3CCCCC3)nn2)c1C	3	-4	-5	-8	0	i	-1	0	i	0.3
O=C(COC(=O)Cc1c(Cl)cccc1Cl)Nc1ccccc1-c1ccccc1	0	-3	-4	1	1	i	1	-1	i	1.6
COc1cccc(NC(=S)N2CCn3cccc3C2c2cccnc2)c1 (stereo not drawn)	0	2	-1	-3	-4	i	22	-1	i	-0.3
O=C(COC(=O)c1cccs1)NCC1CCCO1 (stereo not drawn)	2	4	-4	-3	2	i	-1	-5	i	-1.7
O=C(COC(=O)c1ccc2ccccc2c1)NCc1ccccc1	-6	.	0	-3	-5	i	0	-1	i	0.5
CCCC1c2ccc(C)n2CCN1C(=O)Nc1ccccc1Cl (stereo not drawn)	3	-10	-9	-2	-3	i	-4	-4	i	0.4
Cc1csc(NC(=O)CSc2nccn2C)n1	0	-4	-4	9	0	i	-3	2	i	-1.2
O=C(NC1CC1)c1ccc(NS(=O)(=O)c2ccccc2)cc1	1	-5	-3	22	2	i	2	1	i	0.2
O=C(O)CCNC1C=CS(=O)(=O)C1 (stereo not drawn)	-2	-3	-9	-1	4	i	1	3	i	5.0
COc1ccc2cc(C(C)C(=O)NC3CCC(O)CC3)ccc2c1 (stereo not drawn)	-2	-7	0	-1	2	i	2	-1	i	-0.8
COc1ccc(OC(=O)c2cc3ccccc3o2)cc1	-2	-8	0	-4	0	i	2	0	i	1.0
COC(=O)c1ccc(NCc2cc(O)ccc2O)cc1	-3	-8	-2	-7	-6	i	0	-2	i	-1.2

3 compounds from above, arranged by their value in DNMT1 block, descending.
SMILES	NadD block	Scp-1 inhibitor	CSN deneddyl inh	SUMO1 PPI mod	DNMT1 block	Neddyl block	Rin1-Abl PPI inh	Rpn11 block	LMPTP block
CCOC(=O)c1ccc(/C=C2\c3ccccc3C(=O)N2c2ccccc2)cc1F	1	1	1	-12	5	i	0	i	4.6
COc1ccc(OC(=O)c2cc3ccccc3o2)cc1	-2	-8	0	-4	0	i	0	i	1.0
COC(=O)c1ccc(NCc2cc(O)ccc2O)cc1	-3	-8	-2	-7	-6	i	-2	i	-1.2

Profiles from above:
`O=C(CCn1c(=O)oc2ccccc21)Nc1cccc(Cl)c1` is listed with NadD block: -6; Scp-1 inhibitor: -9; CSN deneddyl inh: 0; SUMO1 PPI mod: -2; DNMT1 block: -3; Neddyl block: i; STEP inh: -2; Rin1-Abl PPI inh: 2; Rpn11 block: i; LMPTP block: -0.1
`O=C(COC(=O)c1ccc2ccccc2c1)NCc1ccccc1` is listed with NadD block: -6; Scp-1 inhibitor: .; CSN deneddyl inh: 0; SUMO1 PPI mod: -3; DNMT1 block: -5; Neddyl block: i; STEP inh: 0; Rin1-Abl PPI inh: -1; Rpn11 block: i; LMPTP block: 0.5

The listing picks up, starting 3 compounds before the break.
SMILES	NadD block	Scp-1 inhibitor	CSN deneddyl inh	SUMO1 PPI mod	DNMT1 block	Neddyl block	STEP inh	Rin1-Abl PPI inh	Rpn11 block	LMPTP block
COc1ccc2cc(C(C)C(=O)NC3CCC(O)CC3)ccc2c1 (stereo not drawn)	-2	-7	0	-1	2	i	2	-1	i	-0.8
COc1ccc(OC(=O)c2cc3ccccc3o2)cc1	-2	-8	0	-4	0	i	2	0	i	1.0
COC(=O)c1ccc(NCc2cc(O)ccc2O)cc1	-3	-8	-2	-7	-6	i	0	-2	i	-1.2
CCN(CC)S(=O)(=O)c1ccc(-c2nnc(SCC(=O)N3c4ccccc4CC3C)o2)cc1 (stereo not drawn)	-5	-1	-4	4	3	i	1	-1	i	1.7
O=c1c2c(n3cnnc3n1C1CCCCC1)-c1ccccc1CC21CCCCC1	0	3	21	-8	-4	i	1	0	i	0.9
CCCCNS(=O)(=O)CCNCc1ccc(OC)cc1	-1	-1	-3	-2	1	i	2	-5	i	-1.4
O=C1C=CC(=O)c2c(O)c(N3CCN(CCO)CC3)c(Cl)c(O)c21	50*	73*	-10	91*	103*	i	27	48*	i	76*
CCOc1ccc2ccccc2c1/C=N\NC(=O)c1ccc([N+](=O)[O-])cc1	2	0	1	1	9	i	1	-3	i	-0.1
COC(=O)[C@@]12C[C@@H](CC(=O)NCC3CCCCC3)C(=O)N(Cc3ccc4c(c3)OCO4)C1=CCC(C)(C)C2	.	.	-1	4	.	i	.	.	.	2.7
CCOC(=O)C1(Cc2ccccc2)CCCN(Cc2cnn(CC)c2)C1 (stereo not drawn)	-2	-3	4	6	-15	i	-5	2	i	-1.0
CN(CC(=O)NC(=O)Nc1ccccc1F)Cc1ccccc1F	-1	-3	-5	24	-4	i	-2	2	i	0.6
COCCN(CCOC)C(=O)c1sc2nc(-c3ccccc3)cn2c1C	3	-4	4	2	-3	i	2	1	i	-0.5
Nc1ccc(C(=O)NNC(=O)C2COc3ccccc3O2)cc1[N+](=O)[O-] (stereo not drawn)	-2	-1	-6	-37	-3	i	2	-5	i	0.8
C=CCn1c(-c2cccc(Cl)c2)n[nH]c1=S	3	-13	-3	0	2	i	3	-1	i	-0.3
Cc1ccc(NC(=O)CN(C)C(=O)Cc2c[nH]c3ccccc23)cc1	-3	-6	-2	2	-1	i	1	1	i	-0.2
CCOc1ccc(CCNC(=O)CSc2ncn[nH]2)cc1OCC	14	-12	-1	-25	0	i	0	-1	i	-8.6
Clc1ccccc1CNCc1ccncc1	-2	-7	6	0	1	i	3	4	i	-1.2
CCC(=O)Oc1ccc2ccccc2c1CNC(=O)c1ccccc1	-3	-8	0	-3	-1	i	-1	-3	i	0.6
CCOc1ccc(NC(=O)CN(C)C(=O)Cc2ccsc2)cc1OCC	-4	-5	-1	5	0	i	2	-1	i	-0.5
O=C(COc1ccccc1Cl)NCCCNC(=O)c1ccncc1	-2	9	6	3	-1	i	-2	3	i	-0.8
COC(=O)CCCC1=CC2=C(c3ccccc3)C(=O)C(C)(OC(=O)C3CCCC3)C(=O)C2=CN1Cc1ccco1 (stereo not drawn)	9	-6	-1	-18	-14	i	-2	-1	i	1.3
COc1ccc(NC(=O)C2CCCN(S(=O)(=O)c3c(C)n[nH]c3C)C2)c(OC)c1 (stereo not drawn)	-2	7	2	-1	-1	i	-2	1	i	-2.7
O=C(NCCc1cccc(Cl)c1)c1cc([N+](=O)[O-])ccc1Cl	-8	-6	4	-23	2	i	0	0	i	0.4
Cc1cccc(C(=O)Nc2ccc(S(=O)(=O)N3CCOCC3)cc2)c1[N+](=O)[O-]	-5	-6	-2	-5	-2	i	2	0	i	-0.8
Cc1ccccc1C(=O)N1CC(=O)Nc2ccc(F)cc2C1c1ccccc1 (stereo not drawn)	0	-16	1	8	1	i	-3	2	i	-0.3
Cc1ccc(-c2nc3ncccc3n2O)cc1	-6	-4	1	-1	0	i	-1	5	i	-0.8
CC(C)N1CCN(Cc2cnc(N3CCCC3)s2)CC1CCO (stereo not drawn)	-1	-2	-3	-3	0	i	-1	-1	i	-1.1
Cc1ccccc1C(=O)c1cccn1CC(=O)NCc1ccc2c(c1)OCO2	-3	-4	4	2	-2	i	-1	3	i	-1.7

Part of the list above, showing only NadD block, STEP inh and DNMT1 block:
Molecule	NadD block	STEP inh	DNMT1 block
O=C(COC(=O)CCc1c[nH]c2ccccc12)NCCc1ccccc1	-11	3	-7
CN1CCN(CCCNC(=O)c2ccc(CS(=O)(=O)c3ccc(Br)cc3)o2)CC1	-6	-4	2

The list continues:
SMILES	NadD block	Scp-1 inhibitor	CSN deneddyl inh	SUMO1 PPI mod	DNMT1 block	Neddyl block	STEP inh	Rin1-Abl PPI inh	Rpn11 block	LMPTP block
O=C1CC(NS(=O)(=O)c2cccs2)CN1c1ccc(F)cc1 (stereo not drawn)	-2	-7	5	6	0	i	3	-2	i	0.0
Cc1cc(C)c(CN2CCN(C(=O)Cn3cnc(C(=O)Nc4ccc(C)c(C)c4)n3)CC2)c(C)c1	4	7	3	4	1	i	4	-2	i	-0.6
O=c1ccnc(Nc2ccc([N+](=O)[O-])cc2)[nH]1	-4	-6	3	-18	-2	i	1	-1	i	-0.7
CC(C)CN(CC(C)C)C(=O)Nc1ccccc1F	9	-13	3	-1	-2	i	2	2	i	-1.1
CCOC(=O)C1(CCSC)NC(c2ccco2)C2C(=O)N(C)C(=O)C21 (stereo not drawn)	2	0	2	-4	4	i	-1	1	i	0.5
O=C(COc1ccccc1)NCc1cccs1	-5	-12	-2	-2	1	i	-2	-1	i	-2.5
Cc1cc(C)n(-c2nnc(C)n2NS(=O)(=O)c2ccc(F)cc2)n1	-2	-2	1	1	1	i	-2	0	i	-1.5
O=C(CCNC(=O)c1ccco1)Nc1nc2ccccc2s1	-3	5	3	4	0	i	0	-2	i	-0.6
